# proCasp3 act – activators of human procaspase-3 D3A mutant, primary screen, biochemical, absorbance, PC-3 D3A mutant, single concentration | Caspase-3 (Homo sapiens), P42574 | recombinant procaspase-3 D3A, Ac-DEVD-pNA absorbance 405 nm | activation, % at 8.5 µM | 0.11% of 330,000 active | AID 463141, 2010;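 active means activation above the mean of all tested compounds plus 3 SD, cut at about 21% in these data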;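 further: 0% = DMSO alone and 100% = DMSO wells spiked with extra 5 µM PC-3 D3A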
# Target sequence (P42574 whole entry D9A/D28A/D175A): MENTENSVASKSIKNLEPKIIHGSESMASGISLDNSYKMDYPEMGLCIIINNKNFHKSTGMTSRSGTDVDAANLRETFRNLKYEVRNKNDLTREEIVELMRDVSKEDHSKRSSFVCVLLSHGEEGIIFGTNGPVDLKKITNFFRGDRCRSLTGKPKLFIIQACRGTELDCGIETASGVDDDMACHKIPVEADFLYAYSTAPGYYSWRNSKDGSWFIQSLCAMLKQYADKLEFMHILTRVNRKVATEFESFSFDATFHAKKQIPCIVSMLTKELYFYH
#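 Assay system – Procaspase-3 D3A mutant, all three cleavage aspartates alanine · Controls – DMSO-only low control, 5 µM PC-3 D3A high control · Schedule – 1 h compound preincubation, 2 h substrate hydrolysis at 25 °C · Signal – 405 nm absorbance of p-nitroaniline, reads at 0 and 120 min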
# HCV core dimer – inhibitors of HCV core protein dimerization, primary screen, biochemical, TR-FRET, high-throughput; 0.33% of 300,000 active; inhibition, % at 5 µM; TR-FRET GST/Flag-core106 dimerization, 1536-well; AID 1899, 2009;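 active means inhibition above the mean of all tested compounds plus 3 SD, set per screening campaign, cut at about 45% in these data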
#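 Material: GST/Flag-tagged HCV core106 proteins. Incubation: 4 h, 22.5 °C incubation. Read-out basis: inhibition (%) from 671 over 617 nm ratio. Measured by: TR-FRET, excitation 340 nm, emission 617 and 671 nm.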
# PP1 counter – PP1-alpha phosphatase inhibitors, primary screen, counter-screen for PP5 inhibitor project, biochemical, fluorescence, OMFP substrate, single point. 0.9% of 320,000 active. inhibition, % at 6.7 µM. purified PP1alpha;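 active means inhibition above the mean inhibition of all tested compounds plus 3 SD, computed separately for each screening campaign, cut at about 15% in these data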
# TPT1 inhibitor – Candida albicans TPT1 enzyme inhibitors, primary screen, biochemical, fluorescence polarization; tRNA 2'-phosphotransferase TPT1 (Candida albicans SC5314); recombinant caTPT1, FP RNA substrate dephosphorylation; inhibition, % at 5 µM; 0.81% of 300,000 active; AID 1962, 2009;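 active means inhibition above the mean of all tested compounds plus 3 SD, set per screening campaign, cut at about 24% in these data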;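 further: plate controls were DMSO alone for no effect and ferristatin control at 100 nM for full effect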
# PP5 primary – PP5 phosphatase inhibitors, primary screen, biochemical, fluorescence | inhibition, % at 6.7 µM | AID 1987, 2009 | 0.18% of 320,000 active | purified PP5c, OMFP substrate fluorescence | Serine/threonine-protein phosphatase 5 (Homo sapiens), P53041;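 active means inhibition above the campaign's mean inhibition across all tested compounds plus 3 SD, cut at about 9.5% in these data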;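 further: 0% = DMSO only and 100% = 100 µM cantharidin control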
# Target sequence (P53041 whole entry, looked up): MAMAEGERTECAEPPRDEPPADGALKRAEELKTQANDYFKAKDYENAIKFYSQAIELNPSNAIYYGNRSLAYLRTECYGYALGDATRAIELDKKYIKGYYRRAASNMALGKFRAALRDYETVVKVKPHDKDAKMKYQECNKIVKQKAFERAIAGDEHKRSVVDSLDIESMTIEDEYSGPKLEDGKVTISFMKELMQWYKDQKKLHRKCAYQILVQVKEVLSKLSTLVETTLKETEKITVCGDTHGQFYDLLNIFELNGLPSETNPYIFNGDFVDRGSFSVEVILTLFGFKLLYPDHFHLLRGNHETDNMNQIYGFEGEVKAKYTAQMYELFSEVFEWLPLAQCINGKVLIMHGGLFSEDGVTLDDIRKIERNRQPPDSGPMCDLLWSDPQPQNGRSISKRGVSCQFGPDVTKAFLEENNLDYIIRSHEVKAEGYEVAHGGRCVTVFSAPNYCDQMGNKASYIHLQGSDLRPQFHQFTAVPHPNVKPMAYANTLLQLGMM
# CTSL1 counter – Fasciola hepatica cathepsin L1 inhibitors, primary screen, counter-screen for PFM18AAP inhibitor project, biochemical, QFRET, fluorogenic peptide substrate. recombinant F. hepatica cathepsin L1, Z-Leu-Arg-MCA fluorescence. inhibition, % at 5.96 µM. 0.49% of 300,000 active;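 active means inhibition above the mean of all tested compounds plus 3 SD, set per screening campaign, cut at about 17% in these data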;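 further: 0% = plate median of test compound wells and 100% = 1 µM Z-Phe-Ala-diazomethylketone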
# PAFAH2 FP inh – PAFAH2 enzyme inhibitors, primary screen, biochemical, fluorescence polarization, human. recombinant PAFAH2, FP-rhodamine activity probe. inhibition, % at 3.39 µM. 0.99% of 340,000 active. Platelet-activating factor acetylhydrolase 2, cytoplasmic (Homo sapiens), Q99487;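 active means inhibition above the mean over all tested compounds plus 3 SD, cut at about 30% in these data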;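 further: inhibitors block probe labeling of enzyme so polarization drops; 0% = enzyme with DMSO and 100% = wells lacking PAFAH2 protein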
# AHR activator – AHR activators, primary screen, cell-based, luminescence, luciferase reporter, human; 2.5% of 320,000 active; AID 2796, 2010; activation, % at 5 µM; AHR-responsive luciferase reporter cells; in the data active means activation above about 47%;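 further: 0% = vehicle wells and 100% = reference agonist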
# procasp7 counter – procaspase-7 activators, primary screen, counter-screen for procaspase-3 activator project, biochemical, absorbance, HTS, human. Caspase-7 (Homo sapiens), P55210. recombinant procaspase-7, Ac-DEVD-pNA absorbance 405 nm; D23A/D198A/D206A triple mutant, cannot self-cleave; scale: DMSO 0, 5 µM enzyme 100. activation, % at 8.5 µM. 0.093% of 330,000 active. AID 463210, 2010;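 active means percent activation above the screen-wide mean plus 3 SD, cut at about 25% in these data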
# Target sequence (P55210 whole entry D23A/D198A/D206A): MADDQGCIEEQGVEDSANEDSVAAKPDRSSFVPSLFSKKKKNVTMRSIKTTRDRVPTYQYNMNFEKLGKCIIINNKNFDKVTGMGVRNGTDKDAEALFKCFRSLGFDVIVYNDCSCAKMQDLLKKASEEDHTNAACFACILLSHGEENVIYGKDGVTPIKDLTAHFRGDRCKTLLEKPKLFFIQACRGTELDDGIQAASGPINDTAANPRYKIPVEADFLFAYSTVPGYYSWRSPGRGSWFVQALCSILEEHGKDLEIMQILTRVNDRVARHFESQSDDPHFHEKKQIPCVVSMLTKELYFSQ
#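 Assay system: Uncleavable procaspase-7 mutant enzyme / Input: 2 µM procaspase-7 mutant as dispensed / Dosing: single nominal 8.5 µM compound dose, 0.8% DMSO final / Timing: 1 h enzyme–compound preincubation and 2 h substrate reaction, both 25 °C / Detection: p-Nitroaniline absorbance at 405 nm, read at 0 and 120 min / Replication: singlicate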
# The depositor's hits bear a star; . = not tested or not shown.
SMILES,proCasp3 act,HCV core dimer,PP1 counter,TPT1 inhibitor,PP5 primary,CTSL1 counter,PAFAH2 FP inh,AHR activator,procasp7 counter
Cc1c(C)n(CCCN(C)C)c2ncnc(Nc3ccccc3)c12,3,-4,-1,-2,-2.4,-9,-11,5,-1
NC(=O)C1(c2ccccc2)CCC(=O)N1c1ccccc1 (stereo not given),-2,-3,-5,5,1.2,-1,0,-1,-2
CCN(CC)CCCNC(=O)c1ccc(C)c(NC(=O)C2=C(C)OCCS2)c1,-3,1,2,-4,-0.1,-2,5,1,2
COc1ccc(CCNC(=O)Cn2cccc2C(=O)c2ccccc2)c(OC)c1,4,0,-1,0,-3.3,7,8,6,5
O=C(Nc1ccc(F)cc1)C(NC1CCCCC1)c1ccccc1 (stereo not given),13,-1,-2,3,0.0,-1,-3,-2,12
Clc1ncnc2scc(-c3ccc(Br)cc3)c12,7,4,-3,-2,3.8,1,1,-3,-6
CC1CCCC(NC(=O)C2CCN(C(=O)Nc3ccccc3)CC2)C1C (stereo not given),9,-9,-3,-1,0.0,-6,4,1,-3
CCN(CC)C(=O)C1CCCN(Cc2ccc3ccccc3c2)C1 (stereo not given),-2,-2,2,2,0.3,1,0,2,-12
S=c1[nH]nc(-c2cccs2)n1C1CCCCC1,-14,1,-5,2,3.6,-9,.,1,-24
CCC(C(=O)NC1CCCC1)N(Cc1ccco1)C(=O)Cn1nnc(-c2ccc(C)cc2)n1 (stereo not given),2,7,-2,-5,1.6,1,-2,0,1

# Copied from the list:
# Value of NC(=O)C1(c2ccccc2)CCC(=O)N1c1ccccc1 (stereo not given) in proCasp3 act: -2
# Value of S=c1[nH]nc(-c2cccs2)n1C1CCCCC1 in procasp7 counter: -24
# Value of CCC(C(=O)NC1CCCC1)N(Cc1ccco1)C(=O)Cn1nnc(-c2ccc(C)cc2)n1 (stereo not given) in procasp7 counter: 1
# Value of CCN(CC)C(=O)C1CCCN(Cc2ccc3ccccc3c2)C1 (stereo not given) in proCasp3 act: -2

# Back to the main list; the two compounds before the break are reprinted first.
SMILES,proCasp3 act,HCV core dimer,PP1 counter,TPT1 inhibitor,PP5 primary,CTSL1 counter,PAFAH2 FP inh,AHR activator,procasp7 counter
S=c1[nH]nc(-c2cccs2)n1C1CCCCC1,-14,1,-5,2,3.6,-9,.,1,-24
CCC(C(=O)NC1CCCC1)N(Cc1ccco1)C(=O)Cn1nnc(-c2ccc(C)cc2)n1 (stereo not given),2,7,-2,-5,1.6,1,-2,0,1
Cc1ccc(N2CCN(c3ccc(C)cc3)C2c2ccncc2)cc1,7,19,2,0,2.2,-1,2,-2,6
Cc1ccc(C)c(-n2c(SCC(=O)N3CCC(C(=O)O)CC3)nnc2-c2cccc(Cl)c2)c1,4,7,-3,-1,-2.3,4,3,-2,-7
O=C(OCCN1CCN(c2ncc(C(F)(F)F)cc2Cl)CC1)c1ccc(F)cc1,-3,2,0,-1,0.0,3,7,0,7
CCc1ccc(/C=N/NC(=O)c2cc(C)on2)s1,2,0,1,-2,-1.3,1,1,18,-5
CC(C)Cc1c(O)nc(SCC(=O)N2CCCCCC2)[nH]c1=O,2,9,10,-2,-0.2,5,-3,0,-9
CCOc1ccc(CCNC(=O)c2c(C)nn(-c3ccccc3)c2Cl)cc1OCC,5,0,0,0,0.2,-1,1,0,0
COc1cccc(C(=O)N/N=C/c2ccc(OC)c(COc3ccccc3C(N)=O)c2)c1,3,2,-4,-3,4.5,-2,-5,16,-8
COc1ccc(-c2noc(CN(C(=O)c3ccc4c(c3)OCO4)C(C)C)n2)cc1OC,-1,2,-7,-2,2.0,0,4,0,8
CCOC(=O)CC(N)c1cccc([N+](=O)[O-])c1 (stereo not given),1,9,7,3,-0.3,-15,2,-1,-4
CC(C)(C)[C@H]1COC(=O)CCCC/C=C\C[C@H](CC(=O)NCCO)C(=O)N1,1,.,.,.,.,.,6,-1,5
COc1ccccc1N1CCN(C(=O)c2sc3nc4n(c(=O)c3c2C)CCC4)CC1,7,-4,-2,1,1.4,-1,1,-1,2
CC(=O)Nc1cccc(NC(=O)CSc2nnnn2Cc2ccccc2)c1,5,-5,-6,0,0.2,-5,-4,18,1
O=C(Cc1ccc(Cl)cc1)Nc1ccc(N2CCN(C(=O)c3ccco3)CC2)cc1,9,8,6,6,1.5,-1,-4,9,3
O=C(Cn1cnc2ccccc2c1=O)NCC(=O)N1CCOCC1,1,-5,0,-4,1.6,-1,6,0,8
O=C(c1cc(-c2ccc(Br)cc2)on1)N1CCc2ccccc2C1,-9,-4,5,6,-3.9,1,10,0,-9
CCCOP(=O)(c1ccc(N(C)C)cc1)C(Nc1ccccc1)c1ccc(N(C)C)cc1 (stereo not given),-3,25,6,0,1.8,-2,5,1,-9
Cc1ccc(NC(=O)CSc2nc3nn(-c4ccccc4)c(=O)c-3c3n2CCCCC3)cc1F,4,.,.,.,.,.,6,-2,8
COc1ccc(C2(CNC(=O)c3ccc(Br)o3)CCOCC2)cc1,1,1,-3,-3,3.8,-2,1,14,3
O=C(COC(=O)c1ccc(Cl)nc1)NCCC1=CCCCC1,-1,8,-3,-4,-0.6,-3,14,0,8
CCC(C(=O)OCCN(CC)CC)c1ccccc1 (stereo not given),6,6,-1,0,0.3,-5,11,-1,12
Cc1cc2ncn(C(=O)c3ccc4c(c3)OCO4)c2cc1C,-6,1,-6,-5,2.1,-4,2,16,-11
O=C(N[C@@H](Cc1c[nH]c2ccccc12)C(=O)O)c1ccccc1Cl,0,-1,-2,-1,-0.7,-4,-6,9,4
O=C(CNC(=O)c1ccc(Oc2ccccc2)cc1)OCc1ccc(Br)cc1,-3,-5,9,-2,5.8,13,1,0,8
O=C(Cc1ccc(Cl)cc1Cl)NCC1(N2CCOCC2)CCCCC1,-1,-3,0,-1,-0.1,-1,-2,-1,5
COc1ccccc1NC(=O)c1ccc(Br)c(S(=O)(=O)N2CCCC2)c1,3,-5,-3,0,3.9,-1,4,19,-4
Cc1cccc(NC(=O)c2cnccn2)c1,-7,-2,-1,2,-0.4,0,6,5,-4
Cc1cc(OCC(=O)Nc2sc3c(c2C#N)CC(C)(C)NC3(C)C)c(C(C)C)cc1Cl,-1,-21,1,-1,1.6,3,-3,0,-5
CC1CCN(C(=S)c2cccc(O)c2)CC1,-9,-2,-3,-2,1.8,3,1,1,-20
CC(C)C(C)NC(=O)COc1ccc(OCc2ccccc2)cc1 (stereo not given),1,1,-5,0,0.1,-1,-1,0,16
Cc1cc(OC(C)C(=O)NCC(O)c2ccccc2)c2c(C)c(C)c(=O)oc2c1 (stereo not given),9,-16,-2,-2,2.2,3,-6,5,1

# Results in procasp7 counter, for some of the entries so far:
SMILES,procasp7 counter
O=C(CNC(=O)c1ccc(Oc2ccccc2)cc1)OCc1ccc(Br)cc1,8
O=C(Cc1ccc(Cl)cc1Cl)NCC1(N2CCOCC2)CCCCC1,5

# Next part
SMILES,proCasp3 act,HCV core dimer,PP1 counter,TPT1 inhibitor,PP5 primary,CTSL1 counter,PAFAH2 FP inh,AHR activator,procasp7 counter
COc1ccc(NC(=O)CC23CC4CC(CC(C4)C2)C3)cn1,0,3,-3,-2,1.4,2,2,2,9
COc1cc(OC)c(OC)cc1CN1CCN(S(=O)(=O)c2ccc(F)cc2)CC1,6,2,-2,4,-0.2,-4,-1,0,-2
COCCNc1nnc(SCC(=O)c2ccc3c(c2)OCO3)s1,4,1,-1,2,-1.2,-3,7,0,0
O=C(Nc1nccs1)C1CCN(S(=O)(=O)c2c(Cl)cccc2Cl)CC1,-3,6,3,5,0.9,-4,-1,7,14
O=C1CC(c2ccccc2)CC(O)=C1C=Nc1ccccc1O (stereo not given),-5,-5,-2,0,1.7,-1,2,36,-16
O=C(NCc1ccccc1)N(Cc1cc2cc3c(cc2[nH]c1=O)OCO3)CC1CCCO1 (stereo not given),-13,7,0,3,0.4,4,-3,8,6
CCOCCN1CCN(C2c3ccccc3CSc3ccccc32)CC1 (stereo not given),-6,1,3,-3,4.2,0,8,-2,-5
COC(C/C=C\[C@@H](O)[C@H](C)OCc1ccccc1)OC,7,-1,-4,-3,0.1,-3,6,2,3
Cc1nn(CC(=O)OCCOc2ccc(Br)cc2)c(C)c1[N+](=O)[O-],-4,6,-3,2,-1.5,1,1,4,13
Cc1cc(C)nc(N/N=C/c2ccccc2OCc2ccc(Cl)cc2)n1,-3,14,-1,-2,2.8,-5,-1,13,2
Nc1ccc(C(=O)N/N=C/c2sc(N3CCOCC3)nc2-c2ccccc2)cc1,8,-35,4,-3,5.5,-1,-7,28,7
CC(C)N1CCN(Cc2cccc3nonc23)CC1CCO (stereo not given),3,1,-6,-3,0.9,-7,2,2,-6
COc1ccccc1-c1nnc(NC(=O)C2=COCCO2)o1,3,7,0,-1,-2.1,2,-1,30,8
O=C(NCc1ccccc1)c1ccc(OC2CSC2)cc1,2,5,-3,6,-0.1,-1,2,1,-1
Cc1ccc(NS(=O)(=O)c2cc(N)ccc2Cl)c(C)c1,0,2,5,1,-1.4,-1,4,-1,2
CCc1cc2c(SCC(=O)N3CCCC3=O)ncnc2s1,4,.,-4,.,0.6,.,1,1,5
COc1cccc(CNC(=O)c2ccc3nc[nH]c3c2)c1,-8,1,-3,2,1.6,-1,-1,1,9
Cc1ccccc1N1CC(O)(c2cccs2)[N+]2=C1CCCC2 (stereo not given),9,-2,-3,0,0.9,0,2,-1,7
Cc1cccc(N2CCN(C(=O)c3ccc4c(c3)c(C)c(C)n4C)CC2C)c1 (stereo not given),2,5,5,-1,4.5,-2,0,-1,-3
CC1CC1C(=O)OCC(=O)NCc1ccc(Cl)cc1 (stereo not given),-3,-7,2,-1,3.0,-5,46*,-4,1
Cc1ccc(C)c(NC(=O)CSc2nccn2Cc2ccco2)c1,3,11,2,-1,-0.5,-1,3,1,8
COc1ccc(/C=C/C(=O)OC(C)C(=O)c2ccccc2)cc1OC (stereo not given),7,3,4,-2,2.7,-15,0,5,1
COC(=O)C1(C)NC(c2ccc(O)cc2)C2C(=O)N(c3ccccc3)C(=O)C21 (stereo not given),5,4,-8,-3,-0.1,-10,-4,0,8
COc1ccc([N+](=O)[O-])cc1NC(=O)C(C)Sc1nc(-c2ccccc2)cs1 (stereo not given),0,10,4,1,1.7,-3,-16,5,-1
COc1ccccc1N1CCN(C2CCCN(C(=O)c3ccnc4ccc(C)cc34)C2)CC1 (stereo not given),2,-13,-6,0,-6.1,-1,-1,9,-8

# High-throughput results deposited in PubChem by The Scripps Research Institute Molecular Screening Center.
